# EP2 antag: human EP2 receptor antagonists, primary screen, TR-FRET cAMP, C6 glioma cells. inhibition, % at 25 µM. AID 1422, 2008. C6 glioma cells expressing human EP2; cells stimulated with saturating PGE2. 260,000 tested, 0.52% active;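 active = percent inhibition above 40 after rounding to a whole number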;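 also: rat C6 glioma host cells with rolipram phosphodiesterase inhibitor present; the protocol text gives 20 µM as final concentration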
# Target sequence (P43116 whole entry, looked up): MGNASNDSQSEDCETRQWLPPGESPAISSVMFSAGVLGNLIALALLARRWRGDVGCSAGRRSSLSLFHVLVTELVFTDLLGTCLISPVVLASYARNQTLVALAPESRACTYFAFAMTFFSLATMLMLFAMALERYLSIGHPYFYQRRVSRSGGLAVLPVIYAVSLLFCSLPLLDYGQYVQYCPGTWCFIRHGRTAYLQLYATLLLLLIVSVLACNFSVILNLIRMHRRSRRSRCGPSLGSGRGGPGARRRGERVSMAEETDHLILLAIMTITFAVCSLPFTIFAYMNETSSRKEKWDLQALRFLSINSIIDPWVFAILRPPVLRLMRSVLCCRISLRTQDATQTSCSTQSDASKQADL
# L929 necroptosis: inhibitors of zVAD-triggered necroptosis, primary screen, L929 cells; viability rescue, % at 10 µM; L929 zVAD necroptosis rescue, ATP luminescence, 24 h; with zVAD 60 µM; 220,000 tested, 0.38% active;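 active = activation, scaled between plate controls, above about 75%, limit read from the data; inactive = activation under that limit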;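 also: 0% = zVAD with DMSO and 100% = DMSO alone without zVAD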
# PPC-1+TRAIL kill: compounds killing PPC-1 cancer cells with TRAIL present, primary screen, TRAIL potentiator project, ATPLite luminescence, uHTS; PPC-1 cells + TRAIL, ATPLite viability luminescence; cell killing (% activity), % at 4 µM; 220,000 tested, 0.41% active; AID 1443, 2008;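 active = cell killing above 50% in the first pass at 4 µM, then a duplicate retest at 5 µM averaging 50% or more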;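 also: plate controls were cells with TRAIL plus DMSO for no effect and medium-only wells lacking cells for full effect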
# TNF necrop inh: inhibitors of TNF-alpha triggered necroptosis, primary screen, cell-based, Jurkat FADD-/-, single concentration | Jurkat FADD-/- TNF necroptosis rescue, ATP luminescence, 24 h; 0 = TNF only, 100 = no-TNF cells | activation (protection from cell death), % at 10 µM | 220,000 tested, 0.068% active | AID 463075, 2010;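 active = activation, meaning protection from cell death, of at least 50% relative to plate controls; inactive = activation below 50%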;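 also: necroptosis triggered by 40 ng/mL TNF-alpha added together with compound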
# FXIIa inh: human FXIIa protease inhibitors, primary screen, biochemical, 1536-well; Coagulation factor XII (Homo sapiens), P00748; purified FXIIa, Boc-QGR-AMC fluorogenic substrate, 2 h; inhibition, % at 5 µM; 220,000 tested, 0.3% active; in the data active = inhibition above about 40%;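 also: 0% = enzyme with no compound and 100% = blank without enzyme; many of its hits are not listed in these tables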
# Wee1 degr inh: Wee1 degradation inhibitors, primary screen, cell-based, HeLa, Wee1K328M-luciferase, luminescence; HeLa Luc-Wee1K328M stability; 100% = proteasome inhibitor MG132 effect; reporter increase, % at 5 µM; 220,000 tested, 1.2% active; Wee1-like protein kinase (Homo sapiens), P30291;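 active = activation above the mean of all tested compounds plus 3 SD, set per screening run, cut at about 8.8% in these data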;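 also: cells exposed to compound for 20 h before luminescence read; 0% = DMSO alone and 100% = MG132 at 30 µM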
# Tb hexokinase: Trypanosoma brucei hexokinase 1 inhibitors, primary screen, biochemical, G6PDH-coupled NADH absorbance, MLSCN library; 220,000 tested, 0.11% active; recombinant TbHK1, G6PDH-coupled NADH A340; inhibition, % at 10 µM;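 active = inhibition of 50% or more in the single-dose primary screen; inactive = inhibition below 50%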
# FXIa inh 1536: human FXIa protease inhibitors, primary screen, biochemical, 1536-well; Coagulation factor XI (Homo sapiens), P03951; 220,000 tested, 0.14% active; purified FXIa, Boc-Glu-Ala-Arg-AMC fluorogenic substrate; inhibition, % at 5 µM;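 active = inhibition of at least 40%; inactive = inhibition below 40%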;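 also: fluorescence of freed AMC excited at 355 nm; 0% = enzyme without compound and 100% = no enzyme blank; many of its hits are not listed in these tables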
# Target sequence (P03951 19-387 limits assumed): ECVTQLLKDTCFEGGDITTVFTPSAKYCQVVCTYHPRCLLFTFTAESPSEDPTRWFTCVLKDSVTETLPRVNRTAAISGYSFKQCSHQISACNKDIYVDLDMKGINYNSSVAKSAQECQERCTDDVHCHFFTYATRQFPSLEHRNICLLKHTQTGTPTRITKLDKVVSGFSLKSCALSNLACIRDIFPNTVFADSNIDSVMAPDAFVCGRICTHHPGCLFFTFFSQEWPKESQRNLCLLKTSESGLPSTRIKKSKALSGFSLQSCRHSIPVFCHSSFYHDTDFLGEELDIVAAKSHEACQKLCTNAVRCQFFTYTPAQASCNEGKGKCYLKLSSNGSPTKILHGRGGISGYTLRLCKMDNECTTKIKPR
# Target sequence (P03951 388-625 limits assumed): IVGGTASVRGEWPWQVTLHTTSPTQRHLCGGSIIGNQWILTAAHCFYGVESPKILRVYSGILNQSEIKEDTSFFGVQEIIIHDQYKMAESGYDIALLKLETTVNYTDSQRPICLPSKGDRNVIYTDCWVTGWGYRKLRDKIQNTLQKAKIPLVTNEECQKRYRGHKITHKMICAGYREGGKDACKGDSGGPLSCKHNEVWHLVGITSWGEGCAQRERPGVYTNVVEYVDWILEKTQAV
# CHOP inhibitor: inhibitors of CHOP promoter induction, primary screen, cell-based, unfolded protein response, luciferase reporter | 220,000 tested, 3.8% active | inhibition, % at 10 µM | CHO-K1 CHOP-promoter luciferase, tunicamycin-induced, 15-18 h;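 active = compounds that reduced the stress-induced luciferase reporter signal by more than about 70% of percent inhibition, limit read from the data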;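 also: 0% = tunicamycin plus vehicle and 100% = wells without tunicamycin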
# An asterisk follows results filed as active; . = no result given; & = joins results of further samples. Only part of the results is shown, so the mix of outcomes need not match the whole.
SMILES,EP2 antag,L929 necroptosis,PPC-1+TRAIL kill,TNF necrop inh,FXIIa inh,Wee1 degr inh,Tb hexokinase,FXIa inh 1536,CHOP inhibitor
CN1C(=O)C(=CN2CCN(C(=O)c3ccco3)CC2)C(=O)N(C)C1=S,5,0.5,17,1.5,4,-2,9,-4,48
O=C1NC(=S)N(c2ccc(F)cc2)C(=O)/C1=C\c1ccoc1,17,2.0,-3,0.0,4,-3,30,1,1
Cc1ccc(OP(N)(=O)Oc2ccc(C)cc2)cc1,4,1.8,1,1.9,4,-2,0,-3,14
O=C(c1ccc(Cl)cc1)C1CCCN(Cc2ccc3nonc3c2)C1 (stereo unspecified),6,-0.1,7,1.0,3,-1,1,-2,22
CSc1ccc(C(=O)C2CCCN(Cc3ccn[nH]3)C2)cc1 (stereo unspecified),7,-0.4,0,1.3,4,1,-24,3,14
CC(C)OC(=O)C1C(=O)NC2(C)CC1c1ccccc1O2 (stereo unspecified),10,0.0,24,-0.8,17,-1,-5,-13,23
COc1ccc(C(=O)C2(C)N(O)C(C)C(c3cccs3)=[N+]2[O-])cc1 (stereo unspecified),1,-0.1,-1,-1.8,1,1,-12,-10,-4
Cc1cccc(-n2c(O)c(C=Nc3ccc(S(N)(=O)=O)cc3)c(=O)[nH]c2=O)c1,15&6,1.3,14,2.1,6,-2,-14,9,2
Cc1nc(Cl)sc1C(=O)Nc1ccc2ccccc2c1,5,1.9,17,5.6,9,2,-3,3,11
O=c1[nH]c(=O)n(-c2ccccc2)c(O)c1C=NC12CN3CN(CN(C3)C1)C2,8,0.0,12,-0.1,2,2,-7,-3,31
N#Cc1ccccc1Cn1cc(C(=O)c2cccs2)c2ccccc21,15,0.9,-19,-1.6,8,2,2,0,35
CN1CCC2(O)OCCCC2C1 (stereo unspecified),9,-0.7,16,0.1,7,0,-2,9,3
COc1cc(CN2CC3CC(C2)c2cccc(=O)n2C3)cc(OC)c1OC (stereo unspecified),8,0.7,14,1.0,.,-1,-2,.,.
Cc1cccc(-n2c(-c3cccs3)nc3ccccc3c2=O)c1,2,-0.6,12,0.0,4,3,-12,-10,25
Cc1ccccc1OCCN=Cc1c(O)n(C)c(=O)n(C)c1=O,3,-0.1,-4,-1.7,9,-2,4,-3,7
CN1C(=O)c2ccccc2Sc2ccc(C(=O)N3CCC4(CC3)OCCO4)cc21,.,-0.5,8,-1.8,-4,0,11,-11,14
O=C1NC(=O)C(=Cc2ccc(OCC(=O)N3CCOCC3)cc2)C(=O)N1,3,2.1,39,2.3,0,-3,36,-8,8
CCc1nc2ccc(Br)cc2c(=O)n1-c1ccccc1C(F)(F)F,16,0.9,.,-1.8,.,-1,-4,.,.
COc1cc(/C=C/c2nc3ccccc3c(=O)n2-c2cccc(O)c2)ccc1O,4,3.0,14,-13,29,4,-27,34,29
O=c1[nH]c(=O)n(-c2ccc(Br)cc2)c(O)c1C=NC(CO)(CO)CO,9,0.0,10,0.3,7,2,-16,-2,10
CC12CN3CC(C)(CN(C1)C3c1cccs1)C2O (stereo unspecified),8,-0.1,34,0.2,4,13*,1,2,-5
CCN1CCN(c2ccc(N)c(C)c2)CC1,4,2.6,-4,0.6,.,0,-3,-4,26
CCn1ccnc1CN1CCCC(C(=O)c2ccc(OC)cc2OC)C1 (stereo unspecified),3,0.0,2,1.9,7,0,-2,-2,3
N=C1c2ccccc2CN1NC(=O)c1ccccc1,7,-0.8,21,1.6,11,1,-4,5,-27
Cc1ccc(Cn2nnnc2CN2CCC(n3nnc4ccccc43)CC2)cc1,4,-0.6,7,4.7,2,2,-1,-6,37
Nc1ccncc1Cl,18,0.4,3,1.8,28,3,10,32,-2
C[C@@H]1CC2(CCCC[N+]2(C)C)C[C@H]1C,6,0.8,.,-0.5,-1,-2,-5,-5,-7
CC(C)[C@@]1(NC(=O)[C@@H]2C=C3c4cccc5[nH]cc(c45)C[C@H]3N(C)C2)O[C@@]2(O)[C@@H]3CCCN3C(=O)[C@H](Cc3ccccc3)N2C1=O,20,-0.6,15,-7.5,1,-3,-6,-5,6&15
O=c1[nH]c(O)c(C=Nc2ccccc2Oc2ccccc2)c(=O)[nH]1,4,1.0,15,-4.6,2,-1,5,2,-10
COc1cc(C)c(CN2CCN(c3ccccc3)CC2)cc1C,4,-0.4,14,0.6,6,-3,-12,-1,35
Cc1c2ccncc2c(C)c2c1[nH]c1ccccc12,16&16,44,26,-29,3,-2,3,10,69&-3
CC(C)(C)NCC(O)c1cc(Cl)c(N)c(Cl)c1 (stereo unspecified),15&14,61,5,2.1,11,-2,4,2,11
CN1C(=O)N(C)C(=O)C2(Sc3ccccc3C2=O)C1=O,6,0.1,-6,-3.1,18,-3,4,16,4
COCCNC(=O)c1c(N)n(CCC(C)C)c2nc3ccccc3nc12,10,2.1,2,1.0,0,0,-27,-2,68
CN1CCc2c(C#N)c(Cl)nc(Cl)c2C1,9,-0.8,9,3.2,20,0,-13,11,2
CC/C(=N\Nc1ccccc1)c1c(O)n(-c2ccc(OC)cc2)c(=O)[nH]c1=O,1,0.0,4,-0.3,8,1,-2,3,6
COc1ccc(-n2c(O)c(/C(C)=N/N3CCCCCC3)c(=O)[nH]c2=O)cc1,7,0.0,6,1.9,9,-3,-12,2,-7
C=CCn1c(O)c(C(CC)=Nc2cccc(C(=O)O)c2)c(=O)[nH]c1=O,7,0.1,8,1.0,7,-2,-16,2,-5
O=C1C2CCN(CC2)C1Cc1ccc(OCCOc2ccccc2)cc1 (stereo unspecified),7,5.9,6,-0.2,19,2,2,1,10
CN1C2CCC1C(COC(=O)c1ccccc1)C(O)C2 (stereo unspecified),8,-0.5,5,1.1,3,-2,-6,8,3
O=C(Cc1ccccc1)N1CCN(Cc2ccc([N+](=O)[O-])cc2)CC1,9,0.2,10,1.0,9,0,13,7,18
O=C(CNC(=O)c1cccc(Cl)c1)Nc1ccc(Br)cc1C(=O)c1ccccc1,9,0.9,13,0.7,15,1,39,9,56
COc1cc2c(cc1OC)C(C(=O)NCCC(C)C)C1CCCCN1C2=O (stereo unspecified),13,.,16,1.8,11,-1,4,4,-16
Cc1cccn2c(=O)c3c(nc12)N1CCCCCC1C1(C3)C(=O)N(C)C(=O)N(C)C1=O (stereo unspecified),4,-1.2,7,-3.9,12,-2,-21,6,4
COc1ccc(CC2C(=O)NC(=O)NC2=O)c(OC)c1,13,-0.1,13,-0.7,-3,-2,-2,0,27
CCCC12CN3CCN(CC(C3)/C1=N\NC(=O)c1ccncc1)C2,8,3.9,3,0.6,4,-2,-3,-4,-5
Cc1cc(C)c(C2=NOC(O)(C(F)(F)F)C2)c(=O)[nH]1 (stereo unspecified),14,0.1,-8,-1.6,7,-2,-4,-4,-9
Cc1cccc(N2CCc3c2nc2ccccc2c3N)c1,20&20,0.0&-0.2,-4&11,0.6&-1.7,10&8,-2&-2,-18&-55,-2&5,21&23
O=C1NC(=O)C(CCc2ccncc2)(c2ccccc2)C(=O)N1,9,-0.2,1,-0.7,-3,0,-1,4,5
CC(=NC1CCN(Cc2ccccc2)CC1)c1c(O)n(C)c(=O)n(C)c1=O,8,-0.3,-5,-0.3,7,0,2,-6,0
O=C(Nc1ccccc1Cl)OC1CN2CCC1CC2 (stereo unspecified),1,-0.1,2,2.2,10,-4,-8,3,-11
O=c1oc2ccccc2c(O)c1C(c1ccc([N+](=O)[O-])cc1)c1c(O)c2ccccc2oc1=O,9,2.0,23,1.5,0,-2,-1,-8,4
C[N+]1(CC(COCc2ccccc2)OC(=O)Cc2ccccc2)CCOCC1 (stereo unspecified),4,.,5,-0.2,9,5,0,1,12
CNC(=O)c1cccn(Cc2cccc(C(F)(F)F)c2)c1=O,4,46,19,-6.0,6,-1,-9,-4,4
COc1ccccc1-n1c(O)c(C=Nc2c(C)n(C)n(-c3ccccc3)c2=O)c(=O)[nH]c1=O,11,0.5,-18,2.0,10,-2,-31,-11,12
CN(C)C(=O)Oc1ccc(-c2cn3cc(C(F)(F)F)ccc3n2)cc1,9,0.6,46,0.2,10,-2,-8,6,4
CCC(C(=O)N1CCC2(CC1)OCCO2)c1ccccc1 (stereo unspecified),6,-1.1,5,-1.1,6,4,3,-2,7
Cn1c(O)c(/C=N/N2CCOCC2)c(=O)[nH]c1=S,9,0.7,41,2.9,3,4,-23,-1,-1
c1cnc(N2CCNCC2)nc1,10,4.2,26,0.8,1,-3,2,-3,18
Cc1nn(C)cc1/C=C1/CC2C3CC=C4CC(O)CCC4(C)C3CCC2(C)C1=O (stereo unspecified),9,-0.6,.,0.2,.,0,-28,.,.
# (cont.)
SMILES,EP2 antag,L929 necroptosis,PPC-1+TRAIL kill,TNF necrop inh,FXIIa inh,Wee1 degr inh,Tb hexokinase,FXIa inh 1536,CHOP inhibitor
C=CCn1c(O)c(C(CC)=NCc2ccc3c(c2)OCO3)c(=O)[nH]c1=O,10,-0.3,2,-14,7,5,-9,3,27
O=C1NC(=O)C(=Cc2ccc(Sc3ccccc3)o2)C(=O)N1,24,-0.4,-6,1.0,8,-1,-6,4,-8
CCN(CC)CCN=Cc1c(O)n(CCc2ccccc2)c(=O)[nH]c1=O,5,1.5,-4,1.3,13,-1,1,-4,-2
CN1CC(C(=O)c2ccc(F)cc2)C(c2c(F)cccc2Cl)C1 (stereo unspecified),7,2.2,17,2.2,11,-1,0,-5,6
CC(C)(C)c1ccc(C(=O)C2CCCN(Cc3ccon3)C2)cc1 (stereo unspecified),5,1.2,13,1.7,9,6,-3,-3,0
N#Cc1c(/N=C/c2c(O)n(Cc3ccco3)c(=O)[nH]c2=O)sc2c1CCCC2,12,0.2,15,-1.5,11,0,10,2,22
FC(F)(F)c1ccc(CN2CCNCC2)cc1,3,0.9,28,4.2,0,1,0,-7,-14
